FBA Mtb inh: inhibitors of M. tuberculosis fructose-bisphosphate aldolase | AID 588726 | purified M. tuberculosis FBA, fluorescence read-out | inhibition, % at 1 µM | P9WQA3 | actives 2.3% (n = 360,000); in the data active means inhibition above about 27%;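 further: 0% = vehicle and 100% = reference inhibitor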
Target sequence (P9WQA3 whole entry, looked up): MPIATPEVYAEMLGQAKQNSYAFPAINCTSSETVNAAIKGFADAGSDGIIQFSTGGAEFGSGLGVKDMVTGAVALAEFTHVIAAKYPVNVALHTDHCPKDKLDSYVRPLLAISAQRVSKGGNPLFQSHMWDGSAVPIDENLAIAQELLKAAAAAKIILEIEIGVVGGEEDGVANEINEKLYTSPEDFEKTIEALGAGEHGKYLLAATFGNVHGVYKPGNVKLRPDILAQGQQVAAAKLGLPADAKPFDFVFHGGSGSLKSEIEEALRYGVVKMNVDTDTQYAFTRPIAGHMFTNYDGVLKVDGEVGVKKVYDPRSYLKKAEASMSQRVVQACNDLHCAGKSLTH
GDH-TPI counter: inhibits GDH-TPI coupling enzymes, artifact for Mtb FBA screen; actives 1.2% (n = 360,000); inhibition, % at 4.8 µM; AID 588335; GDH-TPI coupled enzyme counterscreen, NADH absorbance; in the data active means inhibition above about 30%;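 further: 0% = DMSO wells and 100% = wells lacking the enzyme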
PrPC TRFRET: inhibitors of human cell surface prion protein PrPC | P04156 | TR-FRET read-out | inhibition, % at 13.8 µM | actives 0.43% (n = 370,000); in the data active means inhibition above about 24%; further: 0% = median of the test wells and 100% = reference compound wells
BoNT-F LC inh: blocks Botulinum neurotoxin F light chain protease | AID 588497 | inhibition, % at 10 µM | actives 0.22% (n = 360,000) | Multiplex microsphere protease cleavage assay, flow cytometry; in the data active means inhibition above about 35%, passing the limit was not always enough; inconclusive means no clear call, values can overlap the other calls; further: plate controls were buffer without enzyme for full effect and enzyme alone for no effect
BioA inh: inhibitors of Mycobacterium tuberculosis BioA enzyme. inhibition, % at 9.99 µM. AID 602481. purified M. tuberculosis BioA enzyme, plate reader. actives 0.096% (n = 360,000); in the data active means inhibition above about 40%; inconclusive means no clear call, values can overlap the other calls
Rv3671c protease: Rv3671c (M. tuberculosis) protease inhibition; actives 0.048% (n = 320,000); inhibition, % at 5.96 µM; AID 2606; in the data active means inhibition above about 38%;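 further: extracellular domain of Rv3671c used as enzyme; 0% = enzyme with DMSO and 100% = no enzyme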
Mtb UGM inh: Mtb UDP-galactopyranose mutase inhibition | purified UGM, fluorescence polarization probe displacement | P9WIQ1 | actives 0.06% (n = 320,000) | inhibition, % at 10 µM | AID 504406; in the data active means inhibition above about 10%, passing the limit was not always enough; inconclusive means no clear call, values can overlap the other calls
Target sequence (P9WIQ1 whole entry, looked up): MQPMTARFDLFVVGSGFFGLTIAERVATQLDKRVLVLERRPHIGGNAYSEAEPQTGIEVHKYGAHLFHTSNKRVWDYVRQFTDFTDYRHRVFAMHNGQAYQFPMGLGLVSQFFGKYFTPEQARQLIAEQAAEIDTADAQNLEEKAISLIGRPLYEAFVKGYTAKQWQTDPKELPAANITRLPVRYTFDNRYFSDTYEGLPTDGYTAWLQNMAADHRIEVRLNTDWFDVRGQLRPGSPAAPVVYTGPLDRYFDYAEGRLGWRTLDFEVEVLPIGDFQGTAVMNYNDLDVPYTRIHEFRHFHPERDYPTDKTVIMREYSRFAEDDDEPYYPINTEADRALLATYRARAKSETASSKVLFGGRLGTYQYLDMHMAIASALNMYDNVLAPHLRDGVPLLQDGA
FadD28 binding: M. tuberculosis FadD28 bisubstrate binding inhibition | actives 0.22% (n = 360,000) | FadD28 bisubstrate probe binding, fluorescence polarization | AID 588549 | inhibition, % at 12.5 µM; in the data active means inhibition above about 8.5%, passing the limit was not always enough; inconclusive means no clear call, values can overlap the other calls
MazF activator: increases E. coli MazEF RNase cleavage of RNA; activation, % at 20 µM; actives 0.32% (n = 350,000); FAM/BHQ RNA-DNA oligo cleavage fluorescence, 5 h; in the data active means activation above about 50%
Target sequence (P0AE70 whole entry, looked up): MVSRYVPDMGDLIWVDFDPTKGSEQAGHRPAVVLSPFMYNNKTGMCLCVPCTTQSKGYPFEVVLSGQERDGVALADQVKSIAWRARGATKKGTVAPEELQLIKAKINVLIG
* = called active by the depositor; ? = inconclusive; / = not tested or not shown.

structure	FBA Mtb inh	GDH-TPI counter	PrPC TRFRET	BoNT-F LC inh	BioA inh	Rv3671c protease	Mtb UGM inh	FadD28 binding	MazF activator
CC(=O)Cn1nnc2sc3c(c2c1=O)CCC(C(C)(C)C)C3 (stereo not given)	-2.1	6.9	-4.7	-3.9	/	-0.8	3.3	-0.1	1.5
CC(NC(=O)c1cc2ccccc2oc1=O)c1ccccc1 (stereo not given)	4.8	7.1	7.0	29.4	0.8	6.0	-0.1	-0.5	11.0
Cc1[nH]nc2c1C(c1cn[nH]c1-c1ccc(F)cc1)C(C#N)=C(N)O2 (stereo not given)	2.0	9.2	8.0	4.5	-0.6	5.7	0.5	-1.0	5.0
CCc1ccc(/C=C2\SC(=S)N(CCCC(=O)Nc3ccccc3C(=O)O)C2=O)cc1	-1.2	10.6	5.7	0.4	9.1	-9.5	2.5	5.1	-14.5
CCNC(=S)N1CCN(CC(=O)Nc2ccc(Br)cc2)CC1	-4.2	2.6	-10.5	1.4	-0.4	1.0	1.3	?	-1.9
CC(=O)c1c(C)[nH]c(C(=O)OCc2cccc(C)c2)c1C	-1.1	-8.8	17.4	9.0	2.8	-9.5	-1.9	-2.7	1.5
N#Cc1c(-c2ccc(Cl)cc2)ccn2nc(C3CCCCC3)nc12	5.0	0.8	0.1	20.9	-0.6	-4.9	-3.0	0.2	10.4
CCN1CCN(Cc2nc3ccc([N+](=O)[O-])cc3c(=O)n2-c2ccccc2F)CC1	-1.6	6.6	-49.6	-40.8	/	-8.2	2.5	-1.8	4.5
CSc1cccc(NC(=O)CN(C)S(=O)(=O)c2ccc(C)cc2)c1	-2.5	-1.2	13.1	-3.0	-2.7	-18.6	1.9	-0.6	-2.0
CC(=O)c1ccc(OC2(C)CCN(Cc3ccc(C)cc3)C2)cc1 (stereo not given)	5.0	12.5	-10.2	-15.1	5.9	/	/	-3.9	/
COC(=O)c1ccc(C)c(NC(=O)C2CC(=O)N(C3CCCC(C)C3C)C2)c1 (stereo not given)	-0.8	-2.7	8.8	-5.5	1.1	0.9	-1.5	-4.7	-26.3
CN1CCN(C(c2ccc(C(F)(F)F)cc2)c2ccc3cccnc3c2O)CC1 (stereo not given)	/	/	5.0	/	/	-1.6	5.1	/	-38.1
O=C(COC(=O)C1CCCC1)Nc1ncc(Cl)cc1Cl	-0.1	4.2	-5.0	-17.5	0.2	-1.8	-0.8	-1.6	-7.5
Cc1sc(N)nc1-c1ccc(Oc2ccccc2)cc1	4.2	15.4	6.5	5.4	-3.4	8.8	-0.8	-1.3	0.0
O=C(O)C/C(=C\c1cc(Br)cs1)c1nc2ccccc2o1	0.3	27.1	5.6	1.3	1.4	5.7	1.8	/	5.0
CCN1CCN(CCCNC(=O)CNC(=O)c2nn(-c3ccc(OC)cc3)c(=O)c3ccccc23)CC1	4.2	4.5	-3.5	2.7	-1.5	5.0	0.8	/	-2.7
CC1(C(=O)Nc2ccc3c(c2)OCCO3)CCC(=O)N1CC(F)(F)F (stereo not given)	2.2	/	5.0	0.5	-5.1	/	/	0.0	/
COc1cc(Br)ccc1NC(=O)c1ccccc1-c1ccccc1C(=O)O	-0.3	3.4	1.5	12.7	-1.4	2.6	0.3	-2.2	5.9
CC(=O)N1CCN=C1SCc1ccccc1F	4.2	3.4	6.0	5.8	-2.3	-5.1	2.7	0.7	14.0
COc1ccc(CN(Cc2cc3cc(OC)c(OC)cc3[nH]c2=O)C(=O)NC2CCCCC2)cc1	2.3	15.8	-3.3	-1.4	1.3	-4.0	4.9	-0.4	21.4
CC(C)CCN1CCN(Cc2cccn2-c2nccs2)CC1CCO (stereo not given)	-2.3	1.9	-8.6	0.0	/	2.5	-3.1	2.9	-1.9
O=C(NN=Cc1cc(Br)c(O)c(Br)c1)c1ccccc1NS(=O)(=O)c1cccs1	79.2*	47.6*	-1.8	9.1	1.2	6.3	0.8	?	0.0
CCc1ccc(Cc2cnc(NC(=O)C3=NCCN3)s2)cc1	3.3	10.8	11.2	-1.7	/	-13.8	-1.4	-3.3	8.9
O=C(CCN1CCN(Cc2ccccc2)CC1)NNC(=O)Nc1cccc(C(F)(F)F)c1	0.2	-6.5	-13.7	6.0	2.7	8.3	2.1	-3.6	1.0
COCCN=c1scc(-c2ccc3c(c2)NC(=O)CO3)n1/N=C(\C)c1ccc(O)cc1	-1.8	25.0	2.1	-3.4	-1.5	-2.5	-0.6	-2.0	-3.5

Looked up above.
O=C(NN=Cc1cc(Br)c(O)c(Br)c1)c1ccccc1NS(=O)(=O)c1cccs1 @ MazF activator = 0.0
CCN1CCN(Cc2nc3ccc([N+](=O)[O-])cc3c(=O)n2-c2ccccc2F)CC1 @ FBA Mtb inh = -1.6
N#Cc1c(-c2ccc(Cl)cc2)ccn2nc(C3CCCCC3)nc12 @ Mtb UGM inh = -3.0

Back to the main list; the 3 compounds before the break are reprinted first.
structure	FBA Mtb inh	GDH-TPI counter	PrPC TRFRET	BoNT-F LC inh	BioA inh	Rv3671c protease	Mtb UGM inh	FadD28 binding	MazF activator
CCc1ccc(Cc2cnc(NC(=O)C3=NCCN3)s2)cc1	3.3	10.8	11.2	-1.7	/	-13.8	-1.4	-3.3	8.9
O=C(CCN1CCN(Cc2ccccc2)CC1)NNC(=O)Nc1cccc(C(F)(F)F)c1	0.2	-6.5	-13.7	6.0	2.7	8.3	2.1	-3.6	1.0
COCCN=c1scc(-c2ccc3c(c2)NC(=O)CO3)n1/N=C(\C)c1ccc(O)cc1	-1.8	25.0	2.1	-3.4	-1.5	-2.5	-0.6	-2.0	-3.5
COc1ccc(C2/C=C\CN(C(=O)C3CCCC3)[C@H](Cc3ccccc3)C(=O)N2Cc2ccc(F)cc2)cc1 (stereo not given in full)	1.4	1.7	0.4	0.1	-1.1	-7.4	-0.6	-2.1	-9.5
CC(C)(C)OC(=O)N[C@@H](Cc1ccccc1)C(=O)N1CCC(C(=O)N[C@@H](CCC(N)=O)C(=O)O)CC1	3.9	-1.9	6.9	-5.8	-3.4	7.0	2.5	-0.8	-15.8
Cc1ccc(NC(=O)CSc2nnnn2C2CCCC2)cc1S(=O)(=O)N1CCOCC1	-2.5	2.5	5.1	2.7	-1.0	-7.0	0.2	-1.7	0.2
CN1CCN(c2nc3c(c(=O)n(C)c(=O)n3C)n2CCSc2nc3ccccc3s2)CC1	-0.7	-2.4	/	-7.3	-1.0	2.1	0.5	-5.3	0.0
COc1ccc(S(=O)(=O)N2CCOCC2)cc1NC(=O)c1ccc(=O)[nH]c1	-3.3	-4.1	-2.1	-1.6	-0.8	/	/	-3.9	9.8
O=C(CNCC1CCCO1)Nc1ccccc1N1CCCCCC1 (stereo not given)	-1.7	-6.2	1.8	7.5	/	-9.6	1.1	-3.1	3.7
O=C(c1ccccc1)N(CCCn1ccnc1)C(c1ccccc1)c1nc2ccccc2[nH]1 (stereo not given)	-5.2	/	-9.2	-19.9	1.4	/	/	-2.8	/
COc1cc(/C=N\N=C2/SC(CC(=O)O)C(=O)N2c2ccc(O)cc2)ccc1O (stereo not given)	1.2	32.0*	-4.9	-3.4	/	-6.4	3.0	0.0	2.4
Cc1cc(=O)n2nc(-c3ccccc3)sc2n1	4.2	2.4	8.9	-2.6	1.8	8.1	2.0	-2.6	11.2
CC1(C(=O)Nc2cnc3ccccc3c2)CCN1Cc1ccc(-c2ccccc2)o1 (stereo not given)	2.9	10.2	-9.2	1.0	-1.3	/	/	-2.7	/
O=C(N/N=C/C=C\c1ccccc1[N+](=O)[O-])c1cc(-c2ccccc2)nc2ccccc12	0.2	19.9	-5.5	-1.2	13.8	-13.5	1.8	-1.2	1.7
Cc1nc2ccccc2n1CC(=O)c1ccccc1	-1.4	5.6	9.6	-5.2	1.5	3.7	-5.1	-2.2	2.3
Cc1occc1C(=O)Nc1ccccc1NC(=O)c1ccoc1C	-3.1	3.1	-2.1	9.5	-1.3	-2.3	0.3	-0.9	-4.8
COc1ccc(NC(=O)C2C3CCC(O3)C2C(=O)O)c(OC)c1 (stereo not given)	-1.6	6.8	22.4	4.2	-0.6	-3.8	-3.3	-2.3	8.3
Cc1ccc(C(=O)NC2CCN(CC(=O)Nc3cccc([N+](=O)[O-])c3)CC2)cc1	-4.3	-0.6	-15.9	4.6	/	-8.6	-1.0	1.4	1.2
CC(=O)Nc1ccc(S(=O)(=O)Nc2nc3ccccc3s2)cc1	1.6	8.3	-0.1	-12.6	/	-2.6	-0.6	-1.4	6.0
NCCCn1c(C(=O)c2cc(Cl)c(N)c(Cl)c2)c2ccccc2[n+]1[O-]	-1.8	10.2	-14.0	-10.8	26.8	-0.1	-0.1	-2.8	16.6
O=C(OCc1nnc(-c2ccccc2)o1)c1cn(-c2ccccc2)nc1-c1ccccc1	4.0	8.6	-2.0	-9.7	0.1	-17.2	-2.1	-3.0	-22.2
CCc1cccc(CC)c1NC(=S)Nc1ccc2cn[nH]c2c1	6.7	-10.6	7.1	-0.5	0.6	7.4	-0.1	-5.2	0.9
N#Cc1c(SCc2ccc(Cl)cc2)sc(C(=O)c2ccccc2)c1N	-3.5	-6.7	-7.1	19.6	-1.7	-18.7	-2.7	-3.1	-9.0
O=[N+]([O-])c1ccccc1N/N=C/c1ccc2c(c1)OCO2	-4.0	3.8	-3.6	-7.0	0.3	/	/	-3.4	13.2
O=C(O)c1ccccc1-c1cc2ccccc2[nH]1	2.8	-3.2	1.0	-0.2	/	3.7	-2.4	4.0	-3.4
CCC(=NCc1cccnc1)c1c(O)n(-c2ccccc2)c(=O)[nH]c1=O	3.6	14.5	2.6	?	-1.3	-3.5	1.5	-1.8	5.3
CNC(=O)c1sc(-c2cccnc2)nc1C	1.0	6.8	-10.1	-19.8	20.8	-8.4	0.1	-0.3	10.3
COc1cc(OC)c2c(-c3ccccc3)cc(=O)oc2c1C(CCN1CCCC1)c1ccc2c(c1)OCO2 (stereo not given)	3.8	9.4	-20.2	-7.5	-0.5	-18.0	1.2	-4.4	-4.7
O=C(Nc1cccnc1)c1ccc(COc2ccccc2Cl)o1	-0.3	2.8	4.2	-3.5	?	-2.4	-2.1	-2.1	-6.3
CCCN1CCN(c2nc3c([nH]2)c(=N)ncn3CC(O)CO)CC1 (stereo not given)	-0.9	18.9	-1.7	-4.6	-9.9	-7.6	0.2	1.9	1.5
CN(C)CC(=O)c1ccc(-c2ccccc2)cc1	2.2	0.6	7.5	1.5	0.2	-1.1	1.0	-3.5	1.5
Cc1cc(C)nc(NS(=O)(=O)c2ccc(-n3cccc3)cc2)n1	-0.2	12.2	-3.8	-2.6	1.1	1.9	0.5	-2.5	-3.6
CCSc1nnc(NC(=O)CSC2=NCCS2)s1	-0.2	8.5	-1.9	-0.1	/	-1.4	0.6	-1.4	-2.9
